STEP inh: inhibitors of human striatal-enriched phosphatase STEP. P54829. inhibition, % at 20 µM. recombinant STEP, OMFP fluorogenic substrate, fluorescence. actives 0.25% (n = 360,000);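 active means inhibition at 20 µM, scaled per plate between control wells, above about 37%, limit read from the data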;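 further: 0% = DMSO with enzyme and substrate and 100% = substrate only without enzyme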
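medium = Bis-Tris buffer pH 6.0, 2.5 mM DTT, 0.005% Tween 20 | test system = STEP (striatal-enriched tyrosine phosphatase) enzyme, cell-free | measure = normalized % inhibition | compound dosing = 20 µM, 1% DMSO | also added = 25 µM OMFP | schedule = reaction 20 min, ambient temperature | measured by = fluorescence read at 480 nm ex / 540 nm em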
eLon inh: E. coli protease La inhibition. P0A9M0. purified E. coli Lon protease, fluorescence polarization. inhibition, % at 7.94 µM. actives 0.42% (n = 360,000). AID 602123; in the data active means inhibition above about 13%, passing the limit was not always enough;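 further: 0% = enzyme with probe and DMSO and 100% = no enzyme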
Target sequence (P0A9M0 whole entry, looked up): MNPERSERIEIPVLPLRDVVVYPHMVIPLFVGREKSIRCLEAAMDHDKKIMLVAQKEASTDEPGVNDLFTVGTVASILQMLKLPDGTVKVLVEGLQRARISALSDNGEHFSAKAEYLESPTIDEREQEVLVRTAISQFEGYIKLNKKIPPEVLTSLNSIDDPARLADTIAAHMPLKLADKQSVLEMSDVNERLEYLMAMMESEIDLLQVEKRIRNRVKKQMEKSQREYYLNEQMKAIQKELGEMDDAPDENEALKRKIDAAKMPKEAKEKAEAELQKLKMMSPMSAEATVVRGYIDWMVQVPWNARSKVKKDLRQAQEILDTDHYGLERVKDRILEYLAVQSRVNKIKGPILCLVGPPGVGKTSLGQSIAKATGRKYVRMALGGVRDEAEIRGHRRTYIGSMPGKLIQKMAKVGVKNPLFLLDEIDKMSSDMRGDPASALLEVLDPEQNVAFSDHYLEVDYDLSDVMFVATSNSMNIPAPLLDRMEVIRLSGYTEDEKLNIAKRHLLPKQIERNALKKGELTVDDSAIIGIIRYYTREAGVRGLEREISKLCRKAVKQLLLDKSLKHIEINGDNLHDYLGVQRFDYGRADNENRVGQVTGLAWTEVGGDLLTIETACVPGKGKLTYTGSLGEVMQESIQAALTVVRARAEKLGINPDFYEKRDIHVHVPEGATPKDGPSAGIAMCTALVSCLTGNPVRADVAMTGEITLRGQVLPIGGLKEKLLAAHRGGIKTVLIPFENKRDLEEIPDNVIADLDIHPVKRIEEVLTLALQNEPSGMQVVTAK
Scp1 inh: Scp-1 (human) phosphatase inhibition. actives 0.88% (n = 340,000). Recombinant Scp1, phosphopeptide, malachite green phosphate absorbance. inhibition, % at 20 µM. Q9GZU7;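 active means inhibition above about 50% at 20 µM, limit read from the data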;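 further: plate controls were DMSO wells with enzyme for no effect and wells lacking enzyme for full effect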
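System: SCP-1 catalytic domain; Reagent: Phospho 17-mer peptide substrate; Doses: one concentration, 20 µM, with 1.0% DMSO; Incubation: 45 min room-temperature reaction, 5 min colour, 30 min stabiliser; Signal: Phosphate-binding colour reagent, absorbance read at 630 nm.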
SUMO1-SIM PPI: modulators of human SUMO1-mediated protein-protein interactions. P63165. SUMO1 binding to a labelled peptide, TR-FRET, 1 h. actives 0.33% (n = 360,000). inhibition, % at 20 µM. AID 602429; in the data active means inhibition above about 37%
Target sequence (P63165 whole entry, looked up): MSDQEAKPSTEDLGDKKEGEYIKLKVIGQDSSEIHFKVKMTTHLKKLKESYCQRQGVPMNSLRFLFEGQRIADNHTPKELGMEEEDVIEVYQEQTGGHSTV
LMPTP inh: LMPTP (human) inhibition | P24666 | recombinant LMPTP-A, OMFP fluorogenic substrate, fluorescence intensity | inhibition, % at 20 µM | actives 0.22% (n = 360,000) | AID 651560;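 active means compounds that cut the enzyme signal by at least half of the control window in the single-dose screen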;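 further: plate controls were DMSO wells with enzyme plus substrate for no effect and substrate without enzyme for full effect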
Target sequence (P24666 whole entry, looked up): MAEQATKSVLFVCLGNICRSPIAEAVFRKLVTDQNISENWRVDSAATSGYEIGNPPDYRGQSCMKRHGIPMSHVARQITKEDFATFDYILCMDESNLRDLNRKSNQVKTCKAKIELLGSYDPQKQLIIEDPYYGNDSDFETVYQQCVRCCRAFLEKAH
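Test system: LMPTP-A, protein tyrosine phosphatase of low molecular weight; Input: 0.625 nM enzyme; Incubation: 50 min dark incubation at room temperature; Signal: endpoint fluorescence intensity from OMFP dephosphorylation; Read-out basis: % inhibition versus control wells.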
MsrA act: bovine methionine sulfoxide reductase A activation; purified bovine MsrA, absorbance read-out; AID 602163; actives 0.3% (n = 360,000); activation, % at 10.6 µM; in the data active means activation above about 7.5%;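 further: 0% = vehicle and 100% = reference activator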
CendR NRP1 mod: NRP-1/CendR interaction modulation; O14786; actives 0.85% (n = 360,000); FAM-RPARPAR peptide binding to NRP-1, fluorescence polarization; inhibition, % at 25 µM;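 active means inhibition or corrected inhibition above about 18%, plus a signal ratio from 0.5 to 1.5, limit read from the data, passing the limit was not always enough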; further: strong numbers were not always called active
MsrA inhibitor: bovine MsrA inhibition. purified bovine MsrA, absorbance read-out. inhibition, % at 15.5 µM. actives 0.75% (n = 360,000). AID 651718; in the data active means inhibition above about 4.5%;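 further: 0% = vehicle wells with enzyme and 100% = reference inhibitor wells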
TbMetRS inhib: Trypanosoma brucei MetRS inhibition | purified T. brucei MetRS, ATP depletion, Kinase-Glo luminescence | inhibition, % at 11.9 µM | actives 0.4% (n = 360,000) | AID 624268;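 active means inhibition above a per-plate cutoff of the control wells' mean inhibition plus 3 SD, cut at about 5.5% in these data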;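 further: 0% = DMSO wells median and 100% = median of wells with control inhibitor compound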
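Test system: purified T. brucei MetRS enzyme. Also added: ATP, methionine and E. coli bulk tRNA substrates. Compound: 11.9 µM single point. Schedule: 15 min enzyme-compound preincubation, 2 h reaction, 10 min detection, 25 °C. Signal: luciferase luminescence of residual ATP, Kinase-Glo. Evaluation: percent inhibition versus plate control medians. Controls: DMSO wells, low control.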
DNMT1 block: DNMT1 (human) enzyme inhibition; DNMT1 molecular beacon, Hinp1I cleavage, fluorescence; inhibition (reported as % activation of signal), % at 10 µM; actives 0.83% (n = 360,000); P26358; in the data active means inhibition above about 50%
* hit, by the source's call; · = no result given. No enrichment for hits; overall some 4.3% were active at least once.

SMILES	STEP inh	eLon inh	Scp1 inh	SUMO1-SIM PPI	LMPTP inh	MsrA act	CendR NRP1 mod	MsrA inhibitor	TbMetRS inhib	DNMT1 block
O=C1CSC(=S)N1/N=C/c1ccc(O)c([N+](=O)[O-])c1	14	-17	19	15	24	-2	-137	·	1.4	77*
O=c1cc(C(F)(F)F)[nH]c2ccc(C(F)(F)F)cc12	0	-5	0	2	-0.5	-1	-6	1.5	-0.1	0
CCN(CC)CCN1C(=O)C(=O)/C(=C(/O)c2ccc(F)cc2)C1c1ccncc1 (centres undefined)	-3	3	-9	0	-3.0	-2	-1	2.6	0.2	-2
CC(NC(=O)C1CCCN(S(=O)(=O)c2cccs2)C1)c1ccccc1 (centres undefined)	1	6	-10	0	0.5	0	1	0.3	-0.4	-3
CCOC(=O)COc1cccc2c(=O)n(CC(=O)N3CCC(C)CC3)ccc12	2	6	-9	0	-0.4	0	-7	0.8	-1.0	3
Cc1cc(C)nc(SCC2COc3ccccc3O2)n1 (centres undefined)	-2	-10	0	7	1.8	-3	-4	1.1	-0.9	-1
COc1ccc(C(C)(NC(C)=O)c2nc(-c3ccc(F)c(Cl)c3)cs2)cc1 (centres undefined)	-2	-5	·	-4	-1.2	-2	1	1.0	-0.1	10
Cc1cccc(N2CCN(C(=O)C34CC5CC(CC(C5)C3)C4)CC2)c1C	3	-6	-5	-6	4.0	-1	-9	-0.9	1.2	3
CC(C)(CNCC(O)c1ccccc1)N1CCOCC1 (centres undefined)	-1	-8	4	-1	4.3	-11	0	1.2	-2.0	6
COc1cc(C(=S)N2CCOCC2)ccc1OC(=O)/C=C/c1ccco1	0	7	5	-14	0.0	-15	-27	1.3	-0.6	18
O=C(CNC(=O)c1cccs1)OCC(=O)c1ccc(Cl)cc1	0	6	-8	1	-1.2	-1	2	-0.7	0.2	5
CCc1ccc(Nc2nnc(SCC(=O)NC(=O)CN3CCCC3=O)s2)cc1	35	-4	65*	9	14	2	15	1.0	-0.2	64*
O=C(COC(=O)C1CC2CCCC(C1)C2=O)Nc1ccc(F)c(Cl)c1 (centres undefined)	-2	-4	-9	-5	0.0	0	12	1.5	-0.1	-1
Cc1c(-c2ccccc2)nc2ccccc2c1C(=O)NCc1cccs1	14	13	-4	-4	0.4	-1	3	-0.2	-0.1	-14
O=C(Nc1ccc2c(c1)OCO2)C1CCN(S(=O)(=O)Cc2ccccc2)CC1	2	1	-6	1	1.4	-1	3	0.9	0.0	-5
CCOC(=O)c1ccc(NC(=O)NCCc2ccccc2OC)cc1	-2	-1	-8	2	1.4	1	-15	-0.2	-0.8	9
O=C(Nc1ccccc1C1CC1)c1cccs1	-1	-3	-10	-2	-1.5	-1	15	2.0	-0.1	-2
O=C(CSc1nnc2ccccn12)NC(=O)c1ccccc1	2	-8	-2	2	-2.1	0	-9	-0.4	-0.3	0
CC(=O)Nc1cccc(O)c1	1	5	-6	-2	-0.2	-2	-2	1.2	-0.5	-1
Cc1cccc(C)c1NC(=O)CS(=O)CC(=O)Nc1ccc(N2CCOCC2)cc1 (centres undefined)	-1	0	-4	-2	-0.2	-5	4	-0.1	-0.1	1
CCC(=O)n1nc(-c2ccc(OC)cc2)nc1NCc1cccs1	2	3	1	-1	-0.1	-3	10	0.0	-0.4	0
CC(C(=O)Nc1ccncc1)(c1ccccc1)c1ccccc1	2	-5	-4	0	-0.2	-3	-12	-1.5	-0.5	0
CCc1nc2c(OC)cccn2c1N(C)C(=O)c1ccccc1F	0	-3	·	-2	-1.4	-2	-5	-0.5	-0.2	-1
Cc1nc(CN2C(=O)C3(CCC3)ON=C2c2cccc(Cl)c2)cs1	5	-2	·	1	-0.2	-2	2	-1.2	-0.2	-1
Cc1c(Br)cccc1NC(=O)C1(C)CCN1Cc1ccc(OC(C)C)cc1 (centres undefined)	-1	-5	·	-5	0.1	-2	-1	-0.4	-0.3	2
O=C(CCc1nnc(Cc2ccc(-c3ccccc3)cc2)o1)NCC1CC1	0	9	-1	-1	-0.5	-13	-1	0.2	-1.6	16
Cc1ccc(CN2C(=O)C(=O)c3cc(C)ccc32)cc1	1	-7	-2	-25	1.4	0	2	-0.7	-0.1	5
Cc1csc(NC(=O)CSc2nc3ccccc3c3c2CCCC3)n1	1	-2	-1	0	3.1	-3	1	1.8	-0.5	-1
CCOc1ccc(NC(=O)CN(C)C(=O)CCCOc2ccc(Br)cc2)cc1OCC	2	-6	-10	2	0.3	-4	23	-0.2	-0.6	-2
CCSc1nc(N)nc2c1ncn2C1OC(CO)C(O)C1O (centres undefined)	-4	-8	1	-4	-0.3	-4	-10	1.2	-0.3	-4

Scp1 inh, what is marked active above.
smiles | eLon inh | Scp1 inh | SUMO1-SIM PPI | LMPTP inh | MsrA act | CendR NRP1 mod | MsrA inhibitor | TbMetRS inhib | DNMT1 block
CCc1ccc(Nc2nnc(SCC(=O)NC(=O)CN3CCCC3=O)s2)cc1 | -4 | 65* | 9 | 14 | 2 | 15 | 1.0 | -0.2 | 64*

Full records as entered above. Order of values: STEP inh, eLon inh, Scp1 inh, SUMO1-SIM PPI, LMPTP inh, MsrA act, CendR NRP1 mod, MsrA inhibitor, TbMetRS inhib, DNMT1 block
Cc1nc(CN2C(=O)C3(CCC3)ON=C2c2cccc(Cl)c2)cs1 as listed: 5, -2, ·, 1, -0.2, -2, 2, -1.2, -0.2, -1
Cc1ccc(CN2C(=O)C(=O)c3cc(C)ccc32)cc1 as listed: 1, -7, -2, -25, 1.4, 0, 2, -0.7, -0.1, 5
CCSc1nc(N)nc2c1ncn2C1OC(CO)C(O)C1O (centres undefined) as listed: -4, -8, 1, -4, -0.3, -4, -10, 1.2, -0.3, -4

Further records follow:
SMILES	STEP inh	eLon inh	Scp1 inh	SUMO1-SIM PPI	LMPTP inh	MsrA act	CendR NRP1 mod	MsrA inhibitor	TbMetRS inhib	DNMT1 block
O/N=C1\CCc2cc(Cl)ccc21	-4	2	-10	-4	0.9	1	-4	-0.6	-0.2	7
O=C(Nc1ccc2c(c1)OCCO2)C1c2ccccc2OCC(=O)N1CCCN1CCOCC1 (centres undefined)	·	2	·	4	-2.2	1	-5	1.5	0.1	·
CSc1cccc(-n2cc(-c3ccc4c(c3)OCO4)[nH]c2=O)c1	1	-6	-25	7	2.0	-5	-16	·	-0.7	-13
CCOc1ccc(-c2nc(CSCC(=O)NCCN3CCOCC3)c(C)o2)cc1	1	-9	-2	1	-0.2	1	-4	-0.8	-0.6	1
Cc1ccc(C(=O)N2CCCC(c3nc4c(nnn4Cc4ccccc4)c(=O)[nH]3)C2)cc1 (centres undefined)	-1	-2	-2	0	-0.7	-10	-9	0.7	-1.1	5
C=CCN1C(=O)CS/C1=C(\C#N)S(=O)(=O)c1ccc(C)cc1	0	-47	7	2	-0.9	-10	-11	-0.3	-1.5	1
NC(=O)COC(=O)c1sc2cc(F)ccc2c1Cl	-3	2	-7	-16	-1.2	-4	-4	0.6	-0.5	0
O=S(=O)(c1ccc(F)c(F)c1)N1CCN(S(=O)(=O)c2cccs2)CC1	-1	-4	-7	5	0.0	-4	9	-0.6	-0.2	12
CCOC(=O)c1cn(CC)c2cc(N3CCCCC3)c(F)cc2c1=O	-1	1	-5	1	-1.2	-10	1	1.1	-0.8	0
Cc1nc(NCCN2CCOCC2)c2nnn(Cc3c(F)cccc3Cl)c2n1	-1	-1	-7	-4	0.1	-2	-12	-1.4	0.4	3
CC(C)OC(=O)CSc1nnc(C2CCCCC2)n1N	1	5	-7	-1	-5.2	-3	-29	-0.5	-0.3	2
Cc1cc(C)n2c(Nc3ccc4c(c3)OCCO4)c(-c3cc4ccccc4o3)nc2n1	·	0	·	-5	2.7	-11	-12	3.3	-0.9	·
CCOC(=O)c1[nH]c2ccccc2c1NC(=O)c1cc(OC)c(OC)c(OC)c1	0	-7	-8	-5	0.1	-4	-8	-1.0	-1.4	-2
COC(=O)CC(c1ccc(C#N)cc1)n1c(C)ccc1C (centres undefined)	2	2	-2	3	0.3	-4	-2	0.4	-0.9	2
Cc1cccc(NC(=O)C2CCCN(C(=O)Nc3ccc(F)cc3)C2)c1C (centres undefined)	-2	2	-7	-5	-1.7	-7	-7	0.5	-0.2	0
CCOC(=O)N1CCN(C(=O)COc2ccc(S(=O)(=O)NCc3ccccc3)cc2)CC1	-1	4	-2	0	-0.6	-14	14	-0.4	-0.5	-17
COc1ccc(OCC(=O)Nc2ccc3c(c2)C(=O)NC3=O)cc1	2	0	-2	-14	-28	-6	8	1.1	-0.4	3
CCCCOc1ccc(-c2nc(/C=N/c3nccs3)c(O)o2)cc1	1	0	-8	-6	-1.3	-4	-6	1.5	0.6	0
Fc1ccc(CNC(=S)Nc2ccccc2F)cc1	-2	-6	6	-1	-2.3	-10	-15	-0.3	-1.1	3
COc1cc(C(c2sc3ncnn3c2O)N2CCN(c3ccccc3F)CC2)cc(OC)c1OC (centres undefined)	-2	-4	-5	14	-0.7	-2	0	0.6	-0.3	-1
CCc1ccc(CN(C(=O)c2oc3ccccc3c2C)C2CCS(=O)(=O)C2)cc1 (centres undefined)	-6	-3	-15	-1	2.0	0	5	-0.4	0.1	2
Cc1cccc(N2CCN(C(=O)c3cccc(S(=O)(=O)N4CCCCC4)c3)CC2)c1C	0	-18	3	5	1.7	-3	6	-0.7	-0.3	-3
O=C(/C=C/[C@H]1O[C@@H](n2ccc(=O)[nH]c2=O)[C@H](O)[C@@H]1O)NCCc1c[nH]c2ccccc12	-2	-11	·	-1	-0.9	-6	-3	0.8	-0.9	-2
COc1cccc(NC(=O)CN(C)C(=O)/C=C/c2cn(Cc3ccccc3)nc2-c2cccnc2)c1	1	-8	-7	-112	-8.2	-6	-5	0.1	-0.4	-27
Cc1nc(-c2ccc(F)cc2)c(CC(=O)Nc2cccc(S(=O)(=O)N3CCOCC3)c2)s1	0	-16	-6	5	0.5	-2	-6	-0.7	-0.8	-6
CCN1CCCC1CNC(=O)Cn1nc(C)n2c(cc3cc(F)ccc32)c1=O (centres undefined)	-1	-9	1	-6	-1.6	-8	-3	25*	-0.8	3
Nc1nnc(SCCCC(=O)c2ccccc2)s1	0	-3	6	1	-0.6	-11	4	-1.4	-1.5	6
Cc1ccc(C(=O)NC(=S)Nc2cccc3nsnc23)cc1	-2	-5	-2	-4	-0.5	0	13	0.9	0.1	-4
Cc1nn(C)cc1S(=O)(=O)Nc1ccc2c(c1)OCCO2	0	-4	-3	-1	0.0	-3	1	0.9	0.7	3
COC(=O)c1cc(S(=O)(=O)NCCN2CCOCC2)cn1C	-2	1	-8	5	-0.9	-3	-5	0.0	-0.2	-2
CC(C)(C)n1ncc2c(=O)n(CC(=O)N3CCCC3)cnc21	0	-1	-5	-4	-1.9	-4	-1	-0.1	-0.2	1
O=[N+]([O-])c1cccc(COc2ccc(CN3CCCCC3)cc2)c1	0	6	-8	-35	2.7	1	6	0.6	-0.7	8
O=C(CSc1ncccn1)N1CCCc2ccccc21	0	4	-6	0	0.7	-1	9	1.5	-0.6	-1

From PubChem
